L3MBTL1 inh – inhibitors of human L3MBTL1. Q9Y468. AlphaScreen L3MBTL1–H3K9me1 peptide binding. Potency, µM (titrated, usually from 57.1 µM), inactives show at the top dose activity, negative = inhibition, usual class: inhibitors. 230,000 compounds, 0.66% hits; active means well fitted inhibition curve with a large enough effect; inconclusive means small, poorly fitted or top-dose-only effect; inactive means no such curve, though single readings can be large or run the other way; further: nearly all actives have a fitted effect of over 60% in size
Target sequence (Q9Y468 whole entry, looked up): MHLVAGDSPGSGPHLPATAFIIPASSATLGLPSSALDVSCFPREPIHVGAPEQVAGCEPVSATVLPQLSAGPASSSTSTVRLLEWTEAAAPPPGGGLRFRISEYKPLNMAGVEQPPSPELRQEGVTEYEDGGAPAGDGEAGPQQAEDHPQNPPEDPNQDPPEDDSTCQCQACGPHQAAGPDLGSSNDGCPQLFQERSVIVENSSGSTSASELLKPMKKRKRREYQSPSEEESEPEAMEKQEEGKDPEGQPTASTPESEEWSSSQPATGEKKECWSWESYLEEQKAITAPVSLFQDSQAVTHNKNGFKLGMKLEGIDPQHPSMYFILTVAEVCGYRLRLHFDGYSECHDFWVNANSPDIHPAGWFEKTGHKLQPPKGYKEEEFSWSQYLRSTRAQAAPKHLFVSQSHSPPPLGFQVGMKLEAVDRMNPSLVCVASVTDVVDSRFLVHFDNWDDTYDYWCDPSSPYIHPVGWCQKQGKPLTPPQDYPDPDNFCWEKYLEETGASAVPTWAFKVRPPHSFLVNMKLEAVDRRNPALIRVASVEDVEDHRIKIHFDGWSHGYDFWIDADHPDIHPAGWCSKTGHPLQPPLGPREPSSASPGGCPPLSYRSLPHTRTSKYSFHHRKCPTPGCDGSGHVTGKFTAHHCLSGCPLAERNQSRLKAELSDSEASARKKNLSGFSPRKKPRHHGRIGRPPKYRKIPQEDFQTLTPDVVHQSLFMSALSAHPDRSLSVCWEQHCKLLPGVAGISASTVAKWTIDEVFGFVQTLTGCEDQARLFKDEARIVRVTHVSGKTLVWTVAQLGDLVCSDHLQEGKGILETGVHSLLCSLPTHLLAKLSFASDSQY
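Read-out is AlphaScreen signal from streptavidin donor and nickel chelate acceptor beads (10 ug/mL final each) bridging L3MBTL1 (50 nM) and biotinylated K9-monomethylated H3(1-15) peptide (75 nM), after 30 min compound exposure at room temperature.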
An asterisk follows results filed as active; ? = inconclusive; & = joins results of further samples; [ ] = dose if it differs, or a comment. On the % scale 0 is the no-effect control and ±100 the full control effect; potency means the concentration at half of the fitted maximal effect. Only part of the results is shown. The share of hits here may be higher or lower than overall.

SMILES	L3MBTL1 inh
C=CC[C@@H](CC(=O)N(CCO)Cc1ccccc1)C(=O)N[C@@H](COC(=O)[C@@H](CC=C)CC(=O)OC(C)(C)C)Cc1c[nH]c2ccccc12	-8%
Cc1cccc(NC(=O)CN(C)C(=O)c2ccc(N3CCCCCC3)c([N+](=O)[O-])c2)c1C	-10%
O=C1c2ccccc2C(=O)N1CCCCc1cn(C[C@H]2CC[C@H](Cn3cc(CCCCN4C(=O)c5ccccc5C4=O)nn3)O2)nn1	-3%
CCN(CC(=O)Nc1ccc(S(=O)(=O)N2CCOCC2)cc1)Cc1ccccc1	3%
Cc1ccc(CN2CCN(C3CCC3)CC2CCO)cc1 (stereo not drawn)	-1%
Cc1ccc2c(c1)N(C(=O)CCC(=O)NC1CCCCCC1)CC(C)O2 (stereo not drawn)	1%
Cc1cc(C)cc(NC(=O)C(OC(=O)c2cc[n+]([O-])cc2)c2ccccc2)c1 (stereo not drawn)	4%
C[C@H](CO)N1C[C@H](C)[C@@H](CN(C)S(=O)(=O)c2cn(C)cn2)Oc2ccc(NC(=O)Nc3ccccc3)cc2C1=O	-3%
O=C(COC(=O)COc1ccc(Br)cc1)NNC(=O)c1ccccc1	-2%
O=C(CNC(=O)c1ccc(Cl)cc1Cl)OCc1ccccc1	10%
COc1ccc(NC2CCCN(Cc3cccc4cnccc34)C2)cc1 (stereo not drawn)	-12%
Cc1csc(=O)n1CC(=O)Nc1ccc(Cl)c(Cl)c1	0%
O=C(COC(=O)c1nc(Cl)ccc1Cl)NC1CCS(=O)(=O)C1 (stereo not drawn)	3%
CCN1CCN(S(=O)(=O)c2ccc(Cl)c(C(=O)NCCOc3ccc(C)cc3)c2)CC1	1%
Cc1[nH]c(C)c(C(=O)/C=C/c2ccc([N+](=O)[O-])cc2)c1C	-1%
O=C(NCc1ccccc1)c1c(O)c2ccccc2[nH]c1=O	2%
CN1CCC(N(C)C(=O)c2ccccc2F)CC1	-27%
CC(NC(=S)NC(=O)c1ccccc1Br)c1ccccc1 (stereo not drawn)	2%
CN(CC(=O)Nc1cccc(F)c1)C(=O)c1ccc2c(c1)OCCO2	-3%
O=S(=O)(N[C@H]1C[C@@H](NS(=O)(=O)OCC(Cl)(Cl)Cl)C2CCCCC21)OCC(Cl)(Cl)Cl (stereo partly drawn)	5%
CCOC(=O)C1CCCN(C(=O)C(=O)Nc2ccc3nc4n(c(=O)c3c2)CCCCC4)C1 (stereo not drawn)	-2%
O=C(CCc1ccccc1)Nc1nccs1	-8%[2.29 µM]
Cc1cccc(C(=O)N[C@H](C(=O)Nc2ccc3c(c2)OCO3)C(C)C)c1	6%
CC(NC1CCN(Cc2ccccc2)CC1)c1ccc(F)cc1 (stereo not drawn)	-4%
CCN(CC)S(=O)(=O)c1ccc(C(=O)Nc2cc(S(=O)(=O)N3CCOCC3)ccc2O)cc1	-11%
SMILES	L3MBTL1 inh
O=C(CSc1nc2c(cnn2-c2ccccc2)c(=O)[nH]1)NCC1CCCO1 (stereo not drawn)	-5%
Cc1ccccc1NC(=O)c1ccc(C)c(S(=O)(=O)N2CCN(C)CC2)c1	1%
CC(C)Cn1c(SC(C)C(=O)NC2CC2)nnc1-c1ccccc1F (stereo not drawn)	-16%
CCOc1ccc(CCNC(=O)CN2C(=O)NC3(CCCc4ccccc43)C2=O)cc1OCC (stereo not drawn)	-5%
O=C(CSc1ccc(Br)cc1)NCC(c1cccs1)N1CCOCC1 (stereo not drawn)	-5%
c1ccc2c3n(nc2c1)CCCO3	0%
CCOC(=O)C1(Cc2ccccc2)CCCN(S(=O)(=O)N(C)C)C1 (stereo not drawn)	2%
COc1ccc(NC(=O)CN(C)C(=O)CNC(=O)c2sc3ccccc3c2Cl)cc1	0%
Cc1ccc(C(=O)NC(Cc2cccc(F)c2)C(=O)O)cc1 (stereo not drawn)	1%
COc1ccc(CCNC(=O)C2CCN(C(=O)c3ccc(Br)cc3)CC2)cc1OC	3%[2.29 µM]
O=C(OCCN1CCOCC1)c1ccc(Cl)cc1Cl	-2%
Cc1nc2ccccn2c1C(=O)N/N=C/c1ccc(F)cc1	0%
CCN(CC(=O)Nc1ccccc1C(F)(F)F)C(=O)C1CCC1	4%
CC(=O)N1N=C(c2ccc([N+](=O)[O-])cc2)CC1c1ccccc1Cl (stereo not drawn)	-18%
CCOc1ccc(NS(=O)(=O)c2ccc(C(=O)N3CC(C)OC(C)C3)cc2)cc1 (stereo not drawn)	7%
CN1CCCN(C(=O)CSc2ccccc2)CC1	-2%
COc1ccc(CC(=O)OCC(=O)NCC2CCCO2)cc1OC (stereo not drawn)	-3%
O=C(COC(=O)CCc1ccccc1)NCc1ccccc1	4%
COCCN(Cc1ccccc1)C(=O)C1CCN(S(=O)(=O)c2ccc(OC)c(OC)c2)CC1	3%
CN(Cc1ccccc1)C(=O)COC(=O)c1ccc(=O)n(Cc2ccccc2)n1	-4%
C=CCC(C(=O)Oc1c(C(C)(C)C)cc(C)cc1C(C)(C)C)c1ccccc1 (stereo not drawn)	14%
O=C(Nc1ccncc1)c1c(Cl)cccc1Cl	-1%
C/C(=N\NC(=O)c1cc(C)nc2ccccc12)c1ccccn1	28µM*
CCC1CCCCN1C(=S)NC(=O)c1ccco1 (stereo not drawn)	32%[activator]
CCOc1ccc(C(=O)N(CC)CC(=O)Nc2ccc3c(c2)OCCO3)cc1OCC	-1%

Grouped by structure: those above with an aryl thioether with sulfur outside any ring
SMILES	L3MBTL1 inh
O=C(CSc1nc2c(cnn2-c2ccccc2)c(=O)[nH]1)NCC1CCCO1 (stereo not drawn)	-5%
CC(C)Cn1c(SC(C)C(=O)NC2CC2)nnc1-c1ccccc1F (stereo not drawn)	-16%
O=C(CSc1ccc(Br)cc1)NCC(c1cccs1)N1CCOCC1 (stereo not drawn)	-5%
CN1CCCN(C(=O)CSc2ccccc2)CC1	-2%

The list goes on:
SMILES	L3MBTL1 inh
OCC#CCSc1nnc(-c2cccc3ccccc23)o1	0%&-6%
COc1ccc(S(=O)(=O)N2CCN(Cc3cc(=O)n4ccccc4n3)CC2)cc1	-7%
CN(C)C(=O)/C(=C/c1ccc(-c2cccc([N+](=O)[O-])c2)o1)NC(=O)c1ccccc1	-3%
CCN(C[C@H]1N[C@@](C)(C(=O)OC)[C@H]2C(=O)N(Cc3ccccc3)C(=O)[C@@H]12)S(=O)(=O)c1ccc(F)cc1	3%
COc1ccccc1NC(=O)CN(Cc1ccco1)C(=O)c1ccc(N2CCCC2=O)cc1	-7%
COc1ccc(Cl)cc1C(=O)Nc1cccnc1Cl	2%
CC1CCCC(NC(=O)COC(=O)c2cccs2)C1C (stereo not drawn)	5%
Fc1ccc(COc2ccc(C(=S)N3CCCC3)cc2)cc1	-6%
COc1ccccc1NS(=O)(=O)c1ccc2oc(SC(C)C(=O)N3CCNC3=O)nc2c1 (stereo not drawn)	-1%
COc1cccc(NC(=O)CN(C)C(=O)c2c(C)nn(Cc3ccc(C)cc3)c2Cl)c1	3%
COc1ccc(NC(=O)COC(=O)c2cc3c(s2)CCC3)cc1	?
Cc1ccc2c(c1)N(C(=O)CCC(=O)N1CCN(c3cccc(C)c3C)CC1)CCO2	-6%
Cc1csc(=O)n1CCC(=O)OCC(=O)Nc1ncc(Cl)cc1Cl	-12%
O=C(NCCS(=O)(=O)NCc1ccc(Cl)cc1)c1ccccc1	5%
Cc1cc(=O)oc2cc(OC(C)C(=O)Nc3ccc(C(N)=O)cc3)ccc12 (stereo not drawn)	2%
COc1ccc(NS(=O)(=O)c2cccc(C(=O)N3CCCC(C)C3)c2)cc1 (stereo not drawn)	0%
Cn1c(CCC(=O)O)nc2cc(S(=O)(=O)N3CCCC3)ccc21	9%
O=C(NCC(=O)N1CCOCC1)c1ccc(Cl)c(Cl)c1	12%
CCN(C[C@H]1N[C@@](Cc2ccccc2)(C(=O)OC)[C@H]2C(=O)N(Cc3ccccc3)C(=O)[C@@H]12)S(=O)(=O)c1ccc(-c2ccccc2)cc1	-3%
O=C(COc1cccc2c1CCNC2=O)NC1CCCCC1	-2%
CCOc1ccc(S(=O)(=O)Nc2cccc(C(=O)N3CCN(c4ccccc4O)CC3)c2)cc1	1%
Cc1ccc(C(=O)OCC(=O)NN2C(=O)NC3(CCC(C)CC3)C2=O)cc1 (stereo not drawn)	-7%
COc1ccc(CCNC(=O)CN2C(=O)NC3(CCCCC3)C2=O)cc1	2%
Cc1cc([N+](=O)[O-])c(C)cc1-c1ccc(/C=N/n2cnnc2)o1	-5%
CCc1nc2ccccc2c(C(=O)Nc2ccc(C)cc2)c1C	0%

Six entries picked at random from those above:
SMILES	L3MBTL1 inh
Cc1csc(=O)n1CC(=O)Nc1ccc(Cl)c(Cl)c1	0%
COc1ccccc1NC(=O)CN(Cc1ccco1)C(=O)c1ccc(N2CCCC2=O)cc1	-7%
CCC1CCCCN1C(=S)NC(=O)c1ccco1 (stereo not drawn)	32%[activator]
CCN(C[C@H]1N[C@@](Cc2ccccc2)(C(=O)OC)[C@H]2C(=O)N(Cc3ccccc3)C(=O)[C@@H]12)S(=O)(=O)c1ccc(-c2ccccc2)cc1	-3%
COc1ccc(S(=O)(=O)N2CCN(Cc3cc(=O)n4ccccc4n3)CC2)cc1	-7%
CCN(CC(=O)Nc1ccccc1C(F)(F)F)C(=O)C1CCC1	4%

Remaining list, next part:
SMILES	L3MBTL1 inh
COc1cccc(OC)c1C(=O)N1CCNCC1	-3%[2.29 µM]
COc1ccc(S(=O)(=O)N2CCOC23CCN(S(=O)(=O)c2cc(C)ccc2OC)CC3)cc1	9%
Fc1ccccc1OCCn1c(=S)[nH]c2ccccc21	?
COc1ccccc1N(Cc1ccccc1)S(=O)(=O)c1cccc(C(=O)Nc2ccc(C)cn2)c1	-7%
COc1cc(OC)cc(OC(=O)C2CCN(C3=NS(=O)(=O)c4ccccc43)CC2)c1	4%
COC(=O)[C@@H](NCc1cccc(CN[C@H](C(=O)OC)c2ccccc2)c1)c1ccccc1	1%
CCN(CC)CCn1c2ccccc2c2nc3ccccc3nc21	13%
COc1ccc([C@H]2CC(=O)C=C(c3cccc(Br)c3)C2)cc1OC	-10%
CCCCN(C(=O)c1cc(Cl)nc2ccccc12)c1c(N)n(Cc2ccccc2)c(=O)[nH]c1=O	4%
Cc1cc2nn(-c3ccc(F)cc3)nc2cc1N	2%
C=CCC[C@@H](Cc1ccc(F)cc1)C(=O)OCCNC(=O)[C@@H](CC=C)CC(=O)N[C@@H](CO)Cc1ccccc1	11%
COc1ccc(NC(=O)c2cc(S(=O)(=O)N3CCCCC3)c[nH]2)cc1	-3%
Cc1ccc(C(=O)N2CC(=O)NC(=O)C2)cc1	-3%
COc1ccc(NC(=O)CSc2nncn2N)c(OC)c1	2%
CCOc1ccc(S(=O)(=O)NCC(c2ccc3c(c2)OCO3)N2CCN(C)CC2)cc1 (stereo not drawn)	-14%
CC(C)C[C@H](NC(=O)N1c2ccccc2NC(=O)[C@@H]1C(C)C)C(=O)N1CCC[C@@H]1C(=O)O	11%
COc1ccc(C(CNC(=O)c2cc3c(s2)CCC(C)C3)N2CCOCC2)cc1 (stereo not drawn)	0%
O=C(c1ccncc1)N1CCN(S(=O)(=O)c2ccc(OC(F)(F)F)cc2)CC1	0%
Cc1occc1-c1nnc(SCC(=O)N2CCCCC2C)o1 (stereo not drawn)	-6%
CSc1ncccc1C(=O)Nc1cccc(S(=O)(=O)N2CCOCC2)c1	-7%
CC(Sc1nnc(-c2ccccc2F)n1N)C(=O)NCC1CCCO1 (stereo not drawn)	5%
COc1ccc(/C=C/C(=O)Oc2ccc(C)cc2)cc1	13%
COc1ccccc1N(CC(=O)N1CCOCC1)S(C)(=O)=O	42%[activator]
Cc1nc(Cl)sc1C(=O)Nc1ccc(C(F)(F)F)cc1	-1%[2.29 µM]
O=[N+]([O-])c1ccccc1S(=O)(=O)NC1CC2CCC1C2 (stereo not drawn)	4%

A section of the results above:
SMILES	L3MBTL1 inh
COc1cccc(OC)c1C(=O)N1CCNCC1	-3%[2.29 µM]
COc1ccc(S(=O)(=O)N2CCOC23CCN(S(=O)(=O)c2cc(C)ccc2OC)CC3)cc1	9%
Fc1ccccc1OCCn1c(=S)[nH]c2ccccc21	?
COc1ccccc1N(Cc1ccccc1)S(=O)(=O)c1cccc(C(=O)Nc2ccc(C)cn2)c1	-7%
COc1cc(OC)cc(OC(=O)C2CCN(C3=NS(=O)(=O)c4ccccc43)CC2)c1	4%

Further results
SMILES	L3MBTL1 inh
COc1cc(NC(=O)c2ccccc2)c(OC)cc1NC(=O)Cc1ccc(F)cc1	-6%
CCNC(=O)NC(=O)CSc1ccc(S(=O)(=O)N2CCCCC2)cn1	2%
Cc1cc(S(=O)(=O)N2CCN(C(=O)c3ccco3)CC2)ccc1F	-9%
C#CCNCCS(=O)(=O)N(Cc1ccc(Br)cc1)[C@@H](CC(C)C)C(=O)O	6%
Cc1c(C(=O)N2CCC[C@H]2CO)oc2c(F)cccc12	-2%
O=C(CSc1nnc(C2CC2)n1C1CC1)c1ccc(Br)s1	-5%
CCCCn1c(N)c(N(CC(C)C)C(=O)CN2C(=O)c3ccccc3C2=O)c(=O)[nH]c1=O	-9%
FC(F)(F)c1ccc(CN2CCN(Cc3ccco3)CC2)cc1	0%
O=S(=O)(Nc1cccc(Cl)c1)c1ccc(-n2cccn2)cc1	0%
CCC(=O)Nc1ccc(S(=O)(=O)N2CCC(c3nc4ccccc4[nH]3)CC2)cc1	3%
COc1nnc(-c2ccc(C)c(S(=O)(=O)NC(C)(C)CO)c2)c2ccccc12	3%
Cn1cc(S(=O)(=O)N2CCc3ccccc32)cc1C(=O)Nc1ccc(Cl)cc1	-4%
